Cneo AK release – causes C. neoformans cell lysis | 360,000 tested, 0.2% active | adenylate kinase release luminescence, 4 h; normalised: neutral wells 0, clomiphene wells 100 | AID 651654 | lysis activity, % at 15 µM;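 active means mean lysis activity across replicates of at least 80%, whatever share of replicates individually reach that level; inactive means mean lysis activity below 80%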
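Assay system: log-phase C. neoformans yeast / Quantity: yeast cell density of 5 × 10^6 cells/mL / Medium: fresh YPD growth medium / Compound: single dose / Timing: static 4 h at 37 °C with compound, 1 h detection / Measured by: adenylate kinase release luminescence / Read-out: lysis from increased AK signal / Benchmarks: Clomiphene as positive lysis control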
Casp6 inh – blocks human caspase-6 cleavage activity. P55212. inhibition, % at 12.5 µM. 350,000 tested, 0.53% active. AID 686996. purified caspase-6, Z-VEID-R110 cleavage fluorescence;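 active means mean inhibition across replicates at least about 35%, with every replicate also reaching that limit, limit read from the data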;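 further: 0% = median of neutral control wells and 100% = no fluorescence left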
Target sequence (P55212 24-179 limits assumed): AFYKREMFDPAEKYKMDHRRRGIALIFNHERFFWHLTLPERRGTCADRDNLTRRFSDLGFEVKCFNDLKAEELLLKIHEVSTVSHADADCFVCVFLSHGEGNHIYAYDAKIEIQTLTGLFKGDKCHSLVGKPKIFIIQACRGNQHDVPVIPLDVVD
Target sequence (P55212 194-293 limits assumed): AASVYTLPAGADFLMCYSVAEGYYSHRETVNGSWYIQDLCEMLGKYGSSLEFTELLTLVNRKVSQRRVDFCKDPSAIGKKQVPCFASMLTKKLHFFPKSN
EWS-Fli inh – EWS/Fli transcriptional activity inhibition; A673 NR0B1-luciferase reporter, viability-normalised; inhibition, % at 12.6 µM; 350,000 tested, 0.67% active;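 active means mean inhibition of at least 50% after viability correction, with every replicate also passing that limit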;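 further: firefly luciferase signal divided by Alamar Blue viability fluorescence both relative to DMSO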
LGR2 inh – blocks bursicon-induced cAMP signaling via Drosophila LGR2; HEK293 LGR2, CRE-luciferase, bursicon-stimulated, 4 h; inhibition, % at 9.99 µM; 380,000 tested, 0.35% active;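 active means drop in luminescence signal, shown as inhibition above about 50% in the replicate tests, limit read from the data, passing the limit was not always enough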;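 further: agonist challenge used bursicon conditioned medium at about half maximal strength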
PAX8 inh HTS – inhibitors of PAX8 transcriptional activity in RMG-I cells | inhibition, % at 12.6 µM | RMG-I TPO-luciferase reporter, SteadyGlo, 24 h | 360,000 tested, 1.2% active;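 active means mean replicate inhibition at least 60% with every replicate also reaching 60%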;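 further: luciferase light reporting Pax8 driven TPO promoter activity; plate controls were median of neutral control wells for no effect and mitoxantrone controls for full effect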
FN deposit inh – fibronectin deposition inhibition | AH1F fibroblasts, Alexa488-fibronectin deposition fluorescence, overnight | AID 743247 | inhibition, % at 12.6 µM | 350,000 tested, 0.086% active;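 active means mean inhibition across replicates of 30% or more, regardless of how many single replicates reach that level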;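 further: positive control wells lacked labelled fibronectin entirely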
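Assay system: AH1F fibroblast monolayer, labelled fibronectin deposition. Amount: 10000 cells per well. Also added: labelled fibronectin 24 nM. Compound: single-point pinned compound. Incubation: cell attachment 1 h, compound and FN exposure overnight. Detection: fluorescence after three HBSS washes, excitation 485 nm, emission 525 nm. Read-out: inhibition of fibronectin deposition signal.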
PGC1a acetyl inh – lowers PGC1a acetylation signal in U2OS cells; AID 651687; inhibition, % at 15.6 µM; 350,000 tested, 0.17% active; AlphaScreen anti-acetyl-lysine; with virally co-expressed GCN5 acetyltransferase;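 active means every replicate shows inhibition of at least 40%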;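 further: 0% = neutral control wells and 100% = positive control wells; some results beyond the cut were filed as inactive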
miR-122 sensor – miR-122 inhibition in Huh7 cells | Huh7 miR-122 Renilla luciferase sensor, 48 h; neutral wells = 0, positive control = 100 | activation (reporter increase), % at 12.5 µM | 340,000 tested, 0.3% active;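 active means mean replicate activation score at least 90 and every replicate individually at or above 90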;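 further: higher luciferase means less miR-122 activity so hits act as miR-122 inhibitors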
Starred values were filed as active, the others as inactive; . = not tested or not shown; & = joins results of further samples; [ ] = dose if it differs, or a comment.

SMILES	Cneo AK release	Casp6 inh	EWS-Fli inh	LGR2 inh	PAX8 inh HTS	FN deposit inh	PGC1a acetyl inh	miR-122 sensor
C[C@@H]1CCCCO[C@@H](CN(C)Cc2ccccc2)[C@@H](C)CN([C@@H](C)CO)C(=O)c2cc(NC(=O)Nc3ccc(C(F)(F)F)cc3)ccc2O1	3	-2	-16	4	52	5	3	13[16.7 µM]
COCC(=O)Nc1ccc2c(c1)[C@@H]1C[C@H](CC(=O)NCc3ccccc3F)O[C@@H](CO)[C@@H]1O2	-1	5	-3	14	6	.	1	6[16.7 µM]
Cc1ccc(S(=O)(=O)N2[C@@H](c3ccccc3F)C(C(=O)O)=CC[C@H]2c2ccc(Cl)c(Cl)c2)cc1	0	.	3	-8	9	5	.	20
C[n+]1ccc(/C=C/c2ccccc2O)c2ccccc21	.	-9	-5	-10	3	.	-2	.
COc1ccc(N2CCN(C(=O)CSc3nnc(NC(=O)C4CCC4)s3)CC2)cc1	2	-1	6	.	9	7	-8	-6
CCCOC(=O)Nc1cc(OC)c(Cl)cc1OC	0	.	.	.	.	-17	-2	-10
O=C(c1cc(-c2cccc(Br)c2)nc2ccccc12)N1CCCC1	-3	3	.	-32	-22	.	-1	16
Cc1ccc(C)c(NC(=O)CN(C)C(C)C(=O)N2CC(C)CC(C)C2)c1 (configuration not stated)	.	-2	6	-3	-43	-2	.	.
C[C@H]1CN([C@@H](C)CO)C(=O)Cc2cc(NC(=O)CCC(F)(F)F)ccc2O[C@H]1CN(C)CC1CC1	-10&1	-6&-9	2&10	13&-3	9&-8	0&-2	10&1	-6[16.7 µM]
Fc1ccc(-c2nc3c(-c4ccccc4)cnn3cc2CCN2CCOCC2)cc1	.	4	1	4	14	6	-2	.
Cc1c(C)c2ccc(OCC(=O)NC(Cc3ccc(Cl)cc3)C(=O)O)cc2oc1=O (configuration not stated)	-3	0	0	-13	.	.	11	-1
C[C@@H]1CN([C@H](C)CO)C(=O)Cc2cc(NC(=O)C3CC3)ccc2O[C@@H]1CN(C)S(=O)(=O)c1cccs1	-2	0	-2	-17	0	.	-6	0[16.7 µM]
O=C(NNC1=NS(=O)(=O)c2ccccc21)c1cccc([N+](=O)[O-])c1	1	2	7	-6	6	4	4	4
COc1ccc(/C=N/NC(=O)c2ccc(Br)cc2)cc1Cn1cc(Cl)cn1	.	0	-13	-11	19	.	.	.
CCN(CC)C(=O)Cn1cc(C(=O)C(=O)N2CCN(C)CC2)c2ccccc21	3	-3	3	-4	.	-3	.	-2
CCN(C(=O)CSc1nc2nc(C)cc(C)n2n1)C1CCS(=O)(=O)C1 (configuration not stated)	-4	1	-5	13	-17	-9	7	-2
CCCN(CCC)S(=O)(=O)c1cc(Br)cc2c1N(C(=O)CC)CC2	2	.	.	.	32	-6	-3	-1
Cc1cc(C)c2nc(NC(=O)[C@@H](NC(=O)c3cccc(S(=O)(=O)N4CCOCC4)c3)C(C)C)sc2c1	2	.	-6	-5	-3	-4	-2	-2
Nc1nnc2cc(F)ccc2n1	1	10	-5	1	26	-3	0	5
C[C@H]1CN([C@@H](C)CO)S(=O)(=O)c2ccc(C#Cc3ccccc3F)cc2O[C@H]1CN(C)C	-1	-2	1	-24	.	14	2	-8[16.7 µM]
CC1=CCC2C(=O)N(c3cccc(C(=O)NC(C)c4ccccc4)c3)C(=O)C2C1 (configuration not stated)	-7	-4	0	-12	17	.	-3	-5
O=C1N=C(N2CCOCC2)S/C1=C\c1ccccc1OS(=O)(=O)c1ccccc1	0	0	-21	15	5	-1	-3	7
COc1ccc(NC(=O)Nc2cccc3c2O[C@@H](CN(C)Cc2ccc(C(F)(F)F)cc2)[C@H](C)CN([C@@H](C)CO)C3=O)cc1	2	1	3	15	.	.	-1	59[16.7 µM]
COc1ccccc1Nc1cc(C(=O)NCc2cccnc2)c2ccccc2n1	.	1	6	-21	13	-4	0	3
O=C(NCCCN1CCOCC1)c1ccccc1NS(=O)(=O)c1cc([N+](=O)[O-])ccc1Cl	.	1	-15	19	3	0	.	.
Next part
SMILES	Cneo AK release	Casp6 inh	EWS-Fli inh	LGR2 inh	PAX8 inh HTS	FN deposit inh	PGC1a acetyl inh	miR-122 sensor
COc1ccc(CCNC(=O)CSc2nc3ccsc3c(=O)n2Cc2ccccn2)cc1OC	-3	-7	-14	-31	-36	13	-3	-8
C[C@@H]1CN([C@@H](C)CO)C(=O)c2cc(NC(=O)Nc3cccc4ccccc34)ccc2O[C@@H]1CN(C)C(=O)Nc1ccc(F)cc1	0	2	8	12	.	.	-6	-10[16.7 µM]
CCCC(=O)N1c2ccc(-c3csc(N)n3)cc2CC1C (configuration not stated)	-1	.	.	.	-137	4	7	-9
O=C1NC2=C(CCc3ccccc32)C(c2ccc(Br)cc2)N1 (configuration not stated)	3	.	.	.	.	4	-7	-6
CC(=O)NC(C)(c1ccccc1)c1nc(/C=C/c2ccccc2)cs1 (configuration not stated)	4	2	5	-9	-2	.	7	0
CC(C)NC(=O)N(C)C[C@@H]1Oc2ccc(NC(=O)Cc3cn(C)c4ccccc34)cc2CC(=O)N([C@H](C)CO)C[C@@H]1C	-1	0	.	-8	0	-1	2	3[16.7 µM]
CCOc1ccccc1NC(=O)CN(c1cc(C)cc(C)c1)S(=O)(=O)c1c(C)noc1C	2	1	-3	-5	0	1	-1	-5
Cc1ccc(S(=O)(=O)N(C)C[C@H]2OCCCC[C@@H](C)Oc3ccc(NC(=O)C4CCCCC4)cc3C(=O)N([C@H](C)CO)C[C@@H]2C)cc1	0	.	0	15	7	.	-15	-6[16.7 µM]
COc1cccc(C(=O)NNC(=O)c2ccccc2)c1	2	-3	-49	-26	-38	5	4	-5
O=C(O)/C=C\C(=O)NCc1ccccc1	1	.	.	.	-2	-1	6	4
C=C(C)COc1ccc(-c2[nH]ncc2-c2ccccc2OC)c(O)c1	1	.	.	.	22	13	-24	5
Cc1nc(-c2ccc(S(=O)(=O)NCc3cccnc3)s2)cs1	2	1	-5	13	2	7	.	6
Cc1noc(C)c1NC(=O)Nc1cccc2c1O[C@@H](CN(C)C)[C@H](C)CN([C@H](C)CO)C2=O	4	0	0	-1	3	.	2	2[16.7 µM]
Nc1cccnc1Oc1ccc(F)cc1	.	52*	1	4	-16	-4	.	.
CC(=O)NC(c1ccc(F)c(F)c1)c1nc(-c2ccccc2C)cs1 (configuration not stated)	0	0	3	-21	5	1	-27	-4
O=C1NC[C@@H](CCCCN2CCN(CCc3ccccc3)C(=O)C2=O)N(CCC2CCCCC2)C1=O	.	-1	1	5	-13	-2	.	.
COc1ccc(NC(=O)Nc2ccc3c(c2)C(=O)N([C@H](C)CO)C[C@@H](C)[C@H](CN(C)S(=O)(=O)c2ccc(F)cc2)OCCCC[C@@H](C)O3)cc1	0	0	6	-5	32	-1	4	-9[16.7 µM]
CCCc1c(C(=O)N/N=C/c2cccnc2)nnn1-c1nonc1N	0	3	-6	-3	-2	-15	.	3
C[C@H]1CCCCO[C@@H](CN(C)Cc2ccc(C(=O)O)cc2)[C@@H](C)CN([C@@H](C)CO)C(=O)c2cc(NC(=O)CCC(F)(F)F)ccc2O1	-5	-1	-9	-3	.	.	2	2[16.7 µM]
COC(=O)CC1C(=O)NCCN1C(=O)CSc1nnc(Nc2ccc(OC)cc2)s1 (configuration not stated)	-1	.	.	.	6	11	12	0
O=C(Cn1c(=O)c(=O)n(Cc2ccccc2)c2ccc(Cl)cc21)NCC1CCCO1 (configuration not stated)	.	-1	-3	13	-1	3	.	.
O=C(NCc1ccccc1)c1nc2c(nnn2Cc2cccc(Cl)c2)c(=O)[nH]1	7	5	-7	23	.	.	.	1
O=C(NCc1ccccc1CN1CCCCC1)c1ccc(Cl)cc1N1CCCC1=O	0	-12	-1	7	7	-9	1	5
COc1ccccc1Cc1c(-c2ccc(F)cc2)nc2c(C)cc(Br)cn12	0	1	-6	-14	-8	6	-4	5
Oc1ccc(C=NC2CCCCC2)c(O)c1	.	22	7	.	-8	0	-4	-8
Next part.
SMILES	Cneo AK release	Casp6 inh	EWS-Fli inh	LGR2 inh	PAX8 inh HTS	FN deposit inh	PGC1a acetyl inh	miR-122 sensor
Cc1ccc(S(=O)(=O)Nn2c(C)nnc2-n2nc(C)cc2C)cc1	2	.	.	-6	.	.	7	-1
COc1ccc(N(CN2C(=O)C3C4C=CC(C4)C3C2=O)C(=O)c2ccco2)cc1 (configuration not stated)	0	.	.	.	-6	10	8	-7
CC(C)(C)C1CCC(=NNC(=O)CN(c2ccccc2)S(=O)(=O)c2ccccc2[N+](=O)[O-])CC1 (configuration not stated)	1	.	.	-5	-25	0	.	-4
C[C@H](CO)N1C[C@H](C)[C@H](CN(C)S(=O)(=O)c2ccc(F)cc2)Oc2ncc(-c3ccc(F)cc3)cc2C1=O	.	.	-4	9	.	5	-6	-5[16.7 µM]
COc1ccccc1NC(=O)N(C)C[C@H]1Oc2ncc(C#CCC(C)C)cc2C(=O)N([C@@H](C)CO)C[C@H]1C	43	-4	11	-17	1	.	12	-1[16.7 µM]
Cc1nc(C)c(C(=O)Nc2ccc(C)c(F)c2)o1	-1	.	.	27	.	-2	-3	9
C=CCNC(=S)Nc1ccc(OC)c(S(=O)(=O)N2CCOCC2)c1	-1	.	1	12	8	9	-5	2
COCC(=O)N(C)C[C@@H]1Oc2cc(-c3ccccc3)ccc2S(=O)(=O)N([C@@H](C)CO)C[C@@H]1C	-1	-6	-13	2	3	.	-8	0[16.7 µM]
O=C(Oc1ccc[nH]c1=O)c1cccc(Cl)c1	-1	7	7	12	-8	5	-5	-3
O=c1[nH]c(-c2ccc(O)cc2)nc2scc(-c3cccs3)c12	-4	-1	-121	-70	-193	0	-9	2
O=C(C1CCN(S(=O)(=O)c2cccc3cccnc23)CC1)N1CCN(c2ccc(Cl)cc2)CC1	-1	1	12	2	16	-8	5	-2
O=C(CN1CCOCC1)N1CC(=O)N2[C@H](C1)[C@H](c1ccc(-c3cccc(F)c3)cc1)[C@@H]2CO	.	1	-5	-1	.	-10	9	.
COc1cc(C(=O)NCC2(c3ccccc3)CCCC2)cc(OC)c1OC	0	-4	25	-1	28	-3	3	-1
CCOc1ccc(C(CC(=O)O)NC(=O)COc2ccccc2)cc1OC (configuration not stated)	.	-1	4	5	-27	1	.	.
C[C@@H](NC(=O)[C@H]1[C@H](CO)[C@H]2Cn3c(cccc3=O)[C@@H]1N2Cc1ccccc1)c1ccccc1	-4	-2	-3	-4	.	.	.	-1[16.7 µM]
CSc1nc(N)nc(SC2C=CCCC2)c1C#N (configuration not stated)	-1	2	-26	-15	.	.	-2	-5
CC(C)NC(=O)Nc1ccc2c(c1)CC(=O)N([C@@H](C)CO)C[C@@H](C)[C@@H](CN(C)S(=O)(=O)c1cccs1)O2	62	-2	-13	13	5	4	5	44[16.7 µM]
COc1cccc(Nc2nc(-c3cccs3)nc3ccccc23)c1	-5	-1	-45	-12	-9	-4	-16	-5

Reprinted at random: four compounds from above, in no set order.
SMILES	Cneo AK release	Casp6 inh	EWS-Fli inh	LGR2 inh	PAX8 inh HTS	FN deposit inh	PGC1a acetyl inh	miR-122 sensor
Cc1ccc(S(=O)(=O)Nn2c(C)nnc2-n2nc(C)cc2C)cc1	2	.	.	-6	.	.	7	-1
CSc1nc(N)nc(SC2C=CCCC2)c1C#N (configuration not stated)	-1	2	-26	-15	.	.	-2	-5
O=C(C1CCN(S(=O)(=O)c2cccc3cccnc23)CC1)N1CCN(c2ccc(Cl)cc2)CC1	-1	1	12	2	16	-8	5	-2
COc1cc(C(=O)NCC2(c3ccccc3)CCCC2)cc(OC)c1OC	0	-4	25	-1	28	-3	3	-1

Screening results deposited in PubChem by Broad Institute.
